Rab2A wt mod = changes GTP binding to wildtype dog Rab2A, up or down; P61105; GST-Rab2 wt beads, Bodipy-GTP binding, flow cytometry; GTP binding activity, % at 10 µM; hit rate 0.19% among 190,000; AID 760;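 active means GTP binding activity at least 20 points away from 100%, either lowered or raised; inconclusive means signal likely due to the compound's own green fluorescence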;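 further: 0% = beads with excess unlabeled GTP and 100% = no-compound control corrected for plate trend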
Rac1 act GTP bind = modulators of GTP binding to human Rac1 activated mutant | AID 764 | hit rate 0.11% among 190,000 | GST-Rac1 activated beads, fluorescent GTP binding, flow cytometry; actives lie on both sides; 100% means binding = to untreated wells | percent activity (GTP binding), % at 10 µM;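 active means GTP binding at least 20 percentage points away from the 100% baseline, in either direction, so actives lie on both sides; inconclusive means Compound likely fluorescent itself, or too few beads counted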
Avidin fluor = avidin bead compound fluorescence profile. hit rate 0.38% among 220,000. Avidin beads, compound fluorescence 488/530 nm, flow cytometry; hits give high values. fluorescence (KMESF) at 10 µM; in the data active means fluorescence above about 47; further: inactives centre near 10
Cdc42 wt GTP = human Cdc42 wildtype GTP binding change, either direction. GST-Cdc42 beads, Bodipy-GTP binding, flow cytometry; actives lie on both sides. percent activity (GTP binding), % at 10 µM. hit rate 0.2% among 190,000;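 active means percent activity GTP binding at least 20 points away from the 100% baseline, either down as inhibitor or up as activator; inconclusive means compound flagged as likely green fluorescent from well-wide comparison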;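 further: median bead fluorescence of bound Bodipy-FL-GTP at 100 nM; 0% = excess unlabeled GTP control and 100% = no compound control; below 100% means less GTP binding so inhibitor and above means activator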
GSH bead fluor = compound fluoresces at 488/530 nm on GSH beads; fluorescence (KMESF) at 10 µM; hit rate 0.25% among 190,000; AID 1776; GSH beads flow cytometry, compound fluorescence 488/530 nm; hits give high values; in the data active means fluorescence above about 89;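 further: glutathione beads carrying GST-tagged Bcl family fusion proteins plus one bare bead set; values are compound well signal with DMSO vehicle wells as background; inactives centre near 16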
ABCG2 block = human ABCG2 inhibition, ABCB1 as counter-screen | hit rate 0.1% among 190,000 | IgMXP3 cells, JC-1 efflux, flow cytometry | Q9UNQ0 | inhibition, % at 6.6 µM;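 active means inhibition above 80%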;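 further: 0% = DMSO and 100% = nicardipine control wells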
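Test system: IgMXP3 (ABCG2) plus far-red-tagged CCRF-Adr (ABCB1) cells. Reagent: JC-1 dye as substrate. Timing: 10 min exposure at 25 °C with rotation, no wash. Measured by: flow cytometric JC-1 green MFI at 530 nm. Read-out: percent efflux inhibition, scaled nicardipine 100% to DMSO 0%. Control set: nicardipine and DMSO wells.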
HRas wt GTP = changes GTP binding to wildtype human HRas; P01112; GST-Ras wt beads, Bodipy-FL-GTP binding, flow cytometry; actives lie on both sides; GTP binding activity, % at 10 µM; hit rate 0.14% among 190,000;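 active means GTP binding activity at least 20% away from the 100% baseline, either lowered as inhibitor or raised as activator; inconclusive means flagged as likely green fluorescent, judged across all proteins in the well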;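 further: 0% = unlabeled GTP competition control and 100% = no-compound control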
Rac1 wt modul = human Rac1 wildtype GTP binding, inhibitors and activators; P63000; GST-Rac1 beads, fluorescent GTP binding, flow cytometry; actives lie on both sides; 0 = cold GTP competed, 100 = untreated; GTP binding activity (% of control), % at 10 µM; hit rate 0.27% among 190,000; AID 757;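 active means GTP binding activity at least 20 points away from the 100% control level, either lower or higher; inconclusive means compound flagged as likely green fluorescent, judged across all proteins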
ABCB1 inh = inhibitors of human ABCB1 transporter, ABCG2 counter-screen; CCRF-Adr cells, JC-1 efflux, flow cytometry; inhibition, % at 6.6 µM; hit rate 0.067% among 190,000; AID 1326; in the data active means inhibition above about 40%;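 further: 0% = vehicle and 100% = reference inhibitor; higher value means more JC-1 retained so stronger ABCB1 efflux block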
Target sequence (P08183 whole entry, looked up): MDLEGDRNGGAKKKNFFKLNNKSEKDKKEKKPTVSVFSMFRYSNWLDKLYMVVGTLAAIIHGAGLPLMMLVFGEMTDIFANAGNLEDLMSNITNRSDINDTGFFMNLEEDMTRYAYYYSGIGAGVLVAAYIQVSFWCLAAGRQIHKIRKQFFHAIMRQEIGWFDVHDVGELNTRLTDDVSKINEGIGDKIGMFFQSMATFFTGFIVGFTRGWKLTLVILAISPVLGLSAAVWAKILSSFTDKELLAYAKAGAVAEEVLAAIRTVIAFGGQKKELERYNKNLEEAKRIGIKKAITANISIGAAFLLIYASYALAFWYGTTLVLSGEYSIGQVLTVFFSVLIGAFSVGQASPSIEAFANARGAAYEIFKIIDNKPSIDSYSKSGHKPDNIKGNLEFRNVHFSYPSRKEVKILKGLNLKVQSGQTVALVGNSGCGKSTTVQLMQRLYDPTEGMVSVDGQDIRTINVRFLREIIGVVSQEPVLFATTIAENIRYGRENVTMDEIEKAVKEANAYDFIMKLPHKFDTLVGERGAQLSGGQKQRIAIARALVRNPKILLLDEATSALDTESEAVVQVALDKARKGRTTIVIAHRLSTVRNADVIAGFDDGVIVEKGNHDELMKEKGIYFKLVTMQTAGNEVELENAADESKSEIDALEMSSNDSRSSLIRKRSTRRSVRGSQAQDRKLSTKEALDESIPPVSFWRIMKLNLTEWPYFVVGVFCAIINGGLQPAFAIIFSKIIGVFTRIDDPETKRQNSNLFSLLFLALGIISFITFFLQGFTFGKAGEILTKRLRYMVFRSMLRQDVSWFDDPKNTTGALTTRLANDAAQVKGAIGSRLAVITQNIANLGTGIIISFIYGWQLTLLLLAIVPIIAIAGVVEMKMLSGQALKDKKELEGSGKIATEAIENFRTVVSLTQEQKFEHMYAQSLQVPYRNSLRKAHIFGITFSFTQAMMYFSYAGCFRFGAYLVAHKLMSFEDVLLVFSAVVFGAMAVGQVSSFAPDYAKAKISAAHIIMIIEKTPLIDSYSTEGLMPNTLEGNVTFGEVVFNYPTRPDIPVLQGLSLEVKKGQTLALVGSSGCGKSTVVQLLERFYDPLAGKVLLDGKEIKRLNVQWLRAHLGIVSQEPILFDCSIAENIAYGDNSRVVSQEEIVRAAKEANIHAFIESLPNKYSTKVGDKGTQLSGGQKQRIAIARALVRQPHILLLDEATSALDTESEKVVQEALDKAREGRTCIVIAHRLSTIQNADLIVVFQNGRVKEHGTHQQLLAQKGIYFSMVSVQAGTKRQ
Pf gametocyte = inhibitors of late stage P. falciparum gametocyte viability | inhibition, % at 10.9 µM | P. falciparum stage V gametocytes, ATP luminescence, 24 h | hit rate 0.065% among 150,000;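 active means inhibition above the mean plus 3 SD of compounds within the control limits, set per campaign, cut at about 38% in these data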;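 further: 0% = DMSO wells and 100% = medium only without gametocytes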
Rab7 wt modul = alters GTP binding to wildtype dog Rab7; GTP binding activity (percent of control), % at 10 µM; hit rate 0.055% among 190,000; GST-Rab7 beads, fluorescent GTP binding, flow cytometry; actives lie on both sides; untreated = 100%, excess cold GTP = 0%; AID 758;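 active means fluorescent GTP binding to Rab7 beads changed by at least 20 points from the 100% baseline, either direction, mostly lower; inconclusive means compound itself probably fluorescent, or too few beads counted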;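 further: median green fluorescence of bound Bodipy-FL-GTP per Rab7 bead population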
An asterisk follows results filed as active; ? = inconclusive; . = no result given.

SMILES	Rab2A wt mod	Rac1 act GTP bind	Avidin fluor	Cdc42 wt GTP	GSH bead fluor	ABCG2 block	HRas wt GTP	Rac1 wt modul	ABCB1 inh	Pf gametocyte	Rab7 wt modul
O=c1c2cnn(-c3ccccc3)c2ncn1Cc1ccccc1	100	98	22	100	20	7	99	104	0.4	3	97
COc1ccc(OC)c(NC(=O)CSc2nnc(CNc3ccc(F)cc3)o2)c1	101	99	3	99	20	1	99	99	0.3	.	94
CS(=O)(=O)Nc1ccccc1C(=O)Nc1ccccc1Cl	99	97	3	101	19	0	100	104	-0.4	-15	98
CCCC(C)C(=O)Nc1ccc(Cl)cn1 (stereo not drawn)	103	99	9	102	21	2	102	100	0.9	.	102
COc1ccccc1C(c1nnnn1Cc1ccccc1)N1CCN(c2nc3ccccc3s2)CC1 (stereo not drawn)	98	99	43	101	26	23	101	104	8.8	28	102
COc1cc(Cl)nn(-c2ccccc2)c1=O	99	100	2	102	8	0	99	103	-0.4	.	98
Cc1ccc(OCCCCNC(C)(C)C)c([N+](=O)[O-])c1	99	101	6	105	15	0	101	103	0.4	-17	100
CC(C)(C)Nc1nc(Oc2ccc(=O)[nH]n2)nc(N2CCOCC2)n1	99	97	19	100	9	3	97	101	1.1	-8	98
CC(O)c1cccc(NC2=CC(=O)CC(C)(C)C2)c1 (stereo not drawn)	100	98	10	100	36	4	99	102	1.4	5	99
CCSc1nnc(NC(=O)COc2ccccc2[N+](=O)[O-])s1	98	95	10	95	12	10	94	96	0.5	7	95

Shown with values under each structure: 2 of the compounds above
Each structure is followed by: Rab2A wt mod	Rac1 act GTP bind	Avidin fluor	Cdc42 wt GTP	GSH bead fluor	ABCG2 block	HRas wt GTP	Rac1 wt modul	ABCB1 inh	Pf gametocyte	Rab7 wt modul
COc1ccc(OC)c(NC(=O)CSc2nnc(CNc3ccc(F)cc3)o2)c1
    101	99	3	99	20	1	99	99	0.3	.	94
CS(=O)(=O)Nc1ccccc1C(=O)Nc1ccccc1Cl
    99	97	3	101	19	0	100	104	-0.4	-15	98

(list continues)
SMILES	Rab2A wt mod	Rac1 act GTP bind	Avidin fluor	Cdc42 wt GTP	GSH bead fluor	ABCG2 block	HRas wt GTP	Rac1 wt modul	ABCB1 inh	Pf gametocyte	Rab7 wt modul
CCCNC(=O)Cn1c(=O)/c(=C\c2ccc(-c3ccc([N+](=O)[O-])cc3)o2)s/c1=C\C(=O)C(C)(C)C	?	?	22	?	68	159*	?	?	129*	.	?
N#Cc1ccccc1Sc1ccccc1C(=O)Nc1ccc2ccccc2c1	97	98	6	98	15	1	97	100	-0.1	-2	97
O=C(CSc1ncn[nH]1)c1ccc2c(c1)OCCO2	96	92	9	96	43	4	97	95	0.1	6	97
COc1cc2nc(COc3ccccc3[N+](=O)[O-])oc(=O)c2cc1OC	94	94	10	95	32	3	96	103	1.4	2	98
Cc1ccc(OCC(=O)n2cnnc2N)c(C)c1	105	98	9	103	21	1	102	100	0.4	.	104
CC1(C)CC(NC(=O)COc2ccc3ccccc3c2)CC(C)(C)N1	105	101	12	100	29	-5	106	101	-5.9	.	103
O=C(COc1ccc(F)cc1)N1CCC(c2ccccc2)C1 (stereo not drawn)	?	?	26	?	13	3	?	?	0.5	7	?
C=Cn1nc(C)c2ccccc2c1=O	97	95	0	96	31	2	97	96	0.4	-21	97
Cc1ccc(S(=O)(=O)Nc2ccc(NC(=O)Nc3cccc(C(F)(F)F)c3)cc2)cc1	99	97	3	94	10	-3	99	100	-0.3	11	101
CC(=O)Nc1ccc(NC(=O)CN2CCCC(C)C2)c(Cl)c1 (stereo not drawn)	102	100	4	107	18	0	103	104	0.0	.	101
O=C(O)CSc1nc2c(cnn2-c2ccccc2)c(=O)n1-c1ccc(Br)cc1	90	92	6	91	10	3	93	94	0.3	.	100
O=C(O)C(Cc1ccccc1)n1cnnn1 (stereo not drawn)	97	100	12	98	78	1	97	100	0.0	.	92
CCCc1nc2ccccc2c(C(=O)OCc2nnc(-c3cc(OC)c(OC)c(OC)c3)o2)c1CC	99	99	15	94	12	9	97	101	2.7	.	102
O=[N+]([O-])c1ccc2[nH]nc(-c3ccccc3)c2c1	96	95	7	102	8	12	98	102	1.2	-10	102
NCCCC[C@@H]1NC(=O)c2cc([N+](=O)[O-])cc(F)c2NCCCC[C@@H](C(N)=O)NC(=O)CNC1=O	102	97	10	102	17	0	97	101	-0.4	19	94
O=C(CCS(=O)(=O)c1ccccc1)Nc1nccs1	98	97	7	97	16	0	98	95	0.7	.	96
CCOc1ccc(OCC)c(NC(=O)Cn2c(C)nc3ccccc3c2=O)c1	105	96	9	101	13	25	100	104	0.8	-4	105
CC(=O)Nc1c(C(=O)N2CCCCCC2)cnn1-c1ccccc1Cl	99	98	6	100	17	-1	100	102	0.0	6	98
O=C(Nc1ccccc1)c1ccccc1OCC(O)CN1C(=O)c2ccccc2S1(=O)=O (stereo not drawn)	97	95	4	99	4	6	97	98	1.3	11	96
CC(C)(C)NC(=O)NC(=O)COC(=O)C1=COCCO1	106	101	12	108	9	0	106	108	0.1	.	108
CCNc1nc(N2CCOCC2)nc(N(c2ccccc2)c2ccccc2)n1	97	96	9	102	8	9	100	102	0.4	.	98
CCS(=O)(=O)N1Cc2ccccc2CC1C(=O)Nc1cccc(C)c1 (stereo not drawn)	96	95	17	96	75	7	97	101	1.4	-13	101
CC(C)(C)C(=O)Nc1ccc(S(=O)(=O)Nc2ccccn2)cc1	93	97	8	95	23	0	95	97	0.0	1	93
CCC(C)NC(=O)Cn1c(=O)n(-c2ccc(OC)cc2)c(=O)c2ccc(C(=O)NCc3ccc(C)cc3)cc21 (stereo not drawn)	100	98	10	98	13	-2	99	104	-0.5	31	106
CCCNC(=O)Cn1c(=O)cnc2ccccc21	99	99	5	101	10	3	100	101	0.4	9	99
Cc1ccccc1C(=O)NC(=S)Nc1ccc(Cc2ccncc2)cc1	99	98	14	97	10	2	99	99	.	2	98
COc1ccc(-c2ccc(OC)cc2C(=O)O)cc1	98	95	18	95	31	1	98	102	-0.6	-6	98
Cn1ncc(N=Cc2ccccc2O)c1C(=O)N1CCOCC1	94	95	10	99	29	-1	99	98	0.8	.	95
C#CCn1c(=O)cc(C)c2ccccc21	100	94	8	98	21	-2	93	97	-0.9	-86	98
CCS(=O)(=O)N1CCN(S(=O)(=O)c2ccc(F)cc2)CC1	104	100	17	103	12	2	102	108	0.4	1	100
Cc1ccc(NC(=O)N2CCCC2)cc1Cl	93	91	7	89	11	14	93	93	0.5	-23	99
CC1(C)Cn2c(nnc2-c2cccc(O)c2)S1	103	100	9	100	9	0	102	106	-0.1	-4	104
COc1ccc(CCNC(=O)CCc2ccc(S(=O)(=O)NC(C)C)cc2)cc1OC	95	100	4	99	10	11	99	103	0.6	.	96
c1cncc(CSc2nnc3ccc(-c4ccncc4)nn23)c1	90	91	8	92	10	1	91	92	-0.2	13	94
CC1CC(C)CN(S(=O)(=O)c2ccc(C(=O)NN3CCOCC3)cc2)C1 (stereo not drawn)	100	101	11	104	73	0	99	101	0.4	-7	98
CCOC(=O)N1CCN(C(=O)c2cccc(NS(=O)(=O)c3ccc(F)c(F)c3)c2)CC1	100	97	3	101	13	5	101	102	0.8	.	98
O=C1Nc2ccccc2SC(c2ccccc2)C1O (stereo not drawn)	?	?	17	?	10	-1	?	?	0.1	.	?
Fc1ccccc1NC(=S)N(CCN1CCCCCC1)Cc1cccs1	99	98	9	100	20	1	99	98	0.6	7	94
COCCCNC(=O)Cn1nnc(-c2ccc(NC(=O)c3ccccc3OC)cc2)n1	102	98	7	101	16	8	103	106	0.8	.	102
Cc1ccc(S(=O)(=O)N2CCOCC2)cc1C(=O)NCc1ccc(F)cc1	95	97	7	101	47	0	98	100	0.9	.	94
CC(=O)c1ccc(OC(=O)CCc2nc3ccccc3s2)cc1	95	93	7	91	10	5	91	94	2.2	-4	94
CCOC(=O)C1CCCN(Cc2ccccc2Cl)C1 (stereo not drawn)	99	99	5	103	25	1	100	103	0.1	.	98
Nc1ncnc2nc(SCC(=O)N3CCN(c4ccccc4)CC3)[nH]c12	101	98	9	103	10	3	101	103	0.4	.	102
O=C(Nc1ccccc1)c1ccc(C(=O)Nc2ccccc2)nc1	101	98	12	97	23	4	101	101	0.1	-14	108
Cc1ccc(-c2cc(C(=O)N/N=C/C=C/c3ccco3)c3ccccc3n2)cc1C	98	100	4	104	27	0	101	104	-0.1	.	98
COc1ccc(-c2nn(-c3ccccc3)cc2/C=C/C(=O)OCC(=O)Nc2ccc(C#N)cc2)cc1	94	95	12	96	5	10	92	96	0.4	.	89
COc1ccc(S(=O)(=O)NCCOc2ccccc2)cc1C	92	89	11	91	52	2	93	96	1.0	2	101
CCCCOc1ccc(-c2cn3ccccc3n2)cc1[N+](=O)[O-]	99	99	10	103	13	24	101	104	2.1	6	102
COc1ccc(C)cc1NC(=O)Nc1ccccc1	98	99	13	103	57	7	100	105	0.9	7	97
Cc1ccccc1C(=O)c1cccn1CC(=O)NCc1ccccc1	94	99	7	94	17	0	96	100	0.5	5	94

(listing goes on)
SMILES	Rab2A wt mod	Rac1 act GTP bind	Avidin fluor	Cdc42 wt GTP	GSH bead fluor	ABCG2 block	HRas wt GTP	Rac1 wt modul	ABCB1 inh	Pf gametocyte	Rab7 wt modul
COc1ccc(Cc2nnc(SCc3nc4ccccc4c(=O)[nH]3)n2C)cc1	97	100	19	104	23	43	99	104	1.0	.	98
CC(C)c1cc(C(=O)NC2CCCCC2)no1	97	98	24	98	13	6	101	103	1.0	6	103
CCCc1nn(C)c(C(=O)Nc2ccc(Cl)cc2)c1Cl	98	100	8	101	19	13	98	101	0.0	4	96
COc1ccc(-c2cc(C(F)(F)F)n3nc(C(=O)O)nc3n2)cc1	89	94	34	86	8	0	89	94	0.0	.	97
COc1ccc(CNC(=O)c2ccc(-c3ccccc3)cc2)cc1OC	99	98	4	96	9	0	98	102	0.1	9	99
CC(C)(C)c1cc(C(=S)N2CCN(CCO)CC2)cc(C(C)(C)C)c1O	100	99	5	98	23	2	100	101	1.4	5	101
O=C(NCc1ccco1)/C(=C\c1cccs1)NC(=O)c1ccco1	?	?	12	?	15	-1	?	?	-0.4	-9	?
COc1ccc2c(C(=O)CN3CCC(C)CC3)c[nH]c2c1	100	96	8	97	35	1	99	102	-1.0	-41	100
CCOc1ccc(NC(=NCc2ccc3c(c2)OCO3)SC2CC(=O)N(c3ccccc3)C2=O)cc1 (stereo not drawn)	99	99	5	100	.	3	99	102	2.3	2	98
Cc1cc(Cl)cc(Cl)c1OCCCCN(C)C	98	100	16	102	10	0	97	107	0.1	-5	99

Bioassay records: PubChem, several laboratories

An unsorted share of the library. About 1.1% of those tested had a hit in this group.
